Screening data as filed in PubChem.
PMI act: phosphomannose isomerase (human) activation; AID 1214; activation factor at 20 µM; P34949; purified human PMI, coupled resazurin fluorescence, 20 min; active compounds read high; 1 = vehicle control, 0 substrate-free wells; 0.005% of 190,000 active;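 active = activation factor of 2 or more at 20 µM, relative to plate controls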
Target sequence (P34949 whole entry, looked up): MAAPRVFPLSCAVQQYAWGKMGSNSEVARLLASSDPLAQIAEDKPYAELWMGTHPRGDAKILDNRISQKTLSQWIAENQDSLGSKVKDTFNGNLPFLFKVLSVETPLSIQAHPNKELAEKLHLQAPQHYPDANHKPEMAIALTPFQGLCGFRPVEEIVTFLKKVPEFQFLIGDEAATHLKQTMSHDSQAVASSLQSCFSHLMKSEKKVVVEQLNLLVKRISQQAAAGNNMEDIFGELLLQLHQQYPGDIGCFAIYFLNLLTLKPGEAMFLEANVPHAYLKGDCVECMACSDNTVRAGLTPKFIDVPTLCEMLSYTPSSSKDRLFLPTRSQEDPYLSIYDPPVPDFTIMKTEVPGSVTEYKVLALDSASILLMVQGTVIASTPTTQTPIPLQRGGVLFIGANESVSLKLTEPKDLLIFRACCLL
bIAP act: increases bovine intestinal alkaline phosphatase activity; purified bovine IAP, CDP-star luminescence, 30 min; active compounds read high; fold of DMSO-control signal, blank-subtracted; activation factor at 20 µM; 0.17% of 200,000 active; AID 1016;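 active = activation factor of 2 or more at 20 µM, a signal rise over negative controls twice the positive control's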
bIAP inh: intestinal alkaline phosphatase (bovine) inhibition; purified bovine IAP, CDP-star luminescence, 30 min; inhibition, % at 20 µM; 190,000 tested, under 10 active;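 active = over 50% inhibition of intestinal alkaline phosphatase at 20 µM in the single-dose screen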
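Assay system: bovine IAP enzyme; medium: DEA buffer 100 mM, pH 9.8, with MgCl2 1.0 mM, ZnCl2 0.02 mM; doses: 20 µM single dose; incubation: enzyme reaction for 30 min at room temperature; detection: CDP-star luminescence signal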
L major viab: reduces viability of Leishmania major promastigotes; resazurin fluorescence viability; AID 1063; 9% of 200,000 active; inhibition, % at 10 µM; in the data active = inhibition above about 50%;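 note: promastigotes grown with compound for 44 hours at 28 °C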
PMI act hi M6P: PMI (human) activation, high substrate. P34949. coupled PMI enzyme assay, resazurin fluorescence, 20 min; active compounds read high; 1 = untreated enzyme, 0 = substrate-free blank. activation factor at 20 µM. 0.34% of 190,000 active;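 active = activation factor of 2 or more at 20 µM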
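Material: human phosphomannose isomerase with PGI, G6PDH, diaphorase coupling enzymes / Reagent: Man-6-P substrate 1.0 mM / Dosing: single compound dose of 20 µM, 1% DMSO final / Incubation: enzyme reaction with compound 20 min at room temperature / Signal: resorufin fluorescence (Ex 544/Em 590 nm) from resazurin via diaphorase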
Diaphorase inh: diaphorase inhibition or chemical oxidation counter-screen. diaphorase resazurin-to-resorufin fluorescence, NADH, 16 min; bacterial (C. kluyveri) enzyme, not human. inhibition, % at 20 µM. 0.69% of 190,000 active. AID 1217;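 active = primary screen inhibition at 20 µM above a set limit, cut at about 50% in these data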;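 note: plate controls were DMSO with full reaction for no effect and wells lacking NADH for full effect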
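controls = No-NADH positive control and DMSO neutral control | system = Clostridium kluyveri diaphorase enzyme | timing = reaction incubation of 16 min at room temperature | signal = resorufin fluorescence 544/590 nm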
Diaph act CS: activates diaphorase or chemically reduces, flagging diaphorase assay artifacts. AID 1229. 0.005% of 190,000 active. activation factor at 20 µM. Diaphorase/resazurin coupled assay, resorufin fluorescence, 16 min; active compounds read high; 1 = vehicle wells, 0 = NADH-free wells;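 active = diaphorase activity raised at least twofold by the compound at 20 µM; inactive = activation factor below 2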
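Material: Clostridium kluyveri diaphorase, purified enzyme; Quantity: enzyme 0.07 U/mL final; Medium: HEPES pH 7.4 buffer with MgCl2 and Tween 20; Dosing: single compound dose of 20 µM, 1% DMSO final; Schedule: 16 min reaction at room temperature; Measured by: red resorufin fluorescence at 544/590 nm excitation/emission.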
TNAP inh no acc: TNAP (human) inhibition, acceptor-free conditions | P05186 | purified TNAP, CDP-star luminescence, 30 min | inhibition, % at 20 µM | 0.26% of 200,000 active | AID 1012;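 active = tissue-nonspecific alkaline phosphatase inhibition above about 50% at 20 µM in the single-dose screen, limit read from the data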;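 note: 0% = DMSO negative control and 100% = EDTA positive control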
Target sequence (P05186 whole entry, looked up): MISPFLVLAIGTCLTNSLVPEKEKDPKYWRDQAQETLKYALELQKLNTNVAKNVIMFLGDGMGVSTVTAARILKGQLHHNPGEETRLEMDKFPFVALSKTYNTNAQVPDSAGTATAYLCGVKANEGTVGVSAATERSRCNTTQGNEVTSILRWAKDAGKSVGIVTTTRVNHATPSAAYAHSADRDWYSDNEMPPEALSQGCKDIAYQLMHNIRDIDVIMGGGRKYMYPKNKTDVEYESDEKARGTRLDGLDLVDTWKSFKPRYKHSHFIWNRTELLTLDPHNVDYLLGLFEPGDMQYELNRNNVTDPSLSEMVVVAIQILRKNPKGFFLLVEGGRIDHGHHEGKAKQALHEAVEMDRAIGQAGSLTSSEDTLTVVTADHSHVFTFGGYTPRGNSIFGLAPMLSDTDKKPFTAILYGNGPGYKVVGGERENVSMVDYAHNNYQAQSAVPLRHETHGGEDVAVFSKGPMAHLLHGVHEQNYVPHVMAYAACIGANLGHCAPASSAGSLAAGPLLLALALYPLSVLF
TNAP act hi DEA: TNAP (human) activation, high acceptor. purified TNAP, CDP-star luminescence, 1 M DEA, 30 min; active compounds read high; 0 = EDTA background, 1 = DMSO-only activity. P05186. 200,000 tested, under 10 active. activation factor at 20 µM;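 active = activation factor at least 2 at 20 µM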
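Dosing: 20 µM single point. System: human TNAP. Amount: TNAP 1/800 final. Incubation: 30 min, room temperature. Read-out: TNAP activation factor scaled between EDTA and DMSO control wells. Signal: luminescence from CDP-star hydrolysis. Medium: 1 M DEA, pH 9.8, Mg2+, Zn2+. Control set: EDTA negative control, DMSO positive control.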
TNAP inh hi DEA: TNAP (human) inhibition, high acceptor | AID 1135 | P05186 | purified TNAP, CDP-star luminescence, 1 M DEA | inhibition, % at 20 µM | 0.03% of 200,000 active;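 active = over 50% inhibition of tissue-nonspecific alkaline phosphatase at 20 µM in the single-dose screen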;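 note: plate controls were DMSO wells for no effect and EDTA-quenched wells as full inhibition for full effect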
* = called active by the depositor; x = no result given.

SMILES | PMI act | bIAP act | bIAP inh | L major viab | PMI act hi M6P | Diaphorase inh | Diaph act CS | TNAP inh no acc | TNAP act hi DEA | TNAP inh hi DEA
Cc1ccc(-n2c(SCc3ccc([N+](=O)[O-])cc3)nc3ccccc3c2=O)cc1 | 1 | 1 | 4 | 38 | 0.9 | 18 | 0.8 | -11 | 1.1 | -6
COC(=O)C1CCN(CC(N)=O)CC1 | 1 | 0.9 | 15 | 11 | 1.1 | 14 | 0.9 | -19 | 1.1 | -9
COc1cc(OC)c(S(=O)(=O)Nc2ccc(C)cn2)cc1NC(C)=O | 0.9 | 0.9 | 10 | -1 | 1 | 11 | 0.9 | -15 | 1 | -4
CCCN1CCc2c(sc(NC(=S)NC(=O)c3ccccc3)c2C#N)C1 | 1.6 | 0.7 | 28 | 5 | 2* | -3 | 1 | 13 | 0.9 | 13
CCN(C(=O)CSc1nnc(-c2ccccc2)o1)c1c(N)n(Cc2ccccc2)c(=O)[nH]c1=O | 1.1 | 1.3 | -25 | 6 | 1.1 | -4 | 1 | -12 | 1 | -4
CC(C)(C)c1ccc(S(=O)(=O)CC(O)CSc2nc3c(cc2C#N)CCCC3)cc1 (centres undefined) | 0.7 | 0.9 | 6 | -5 | 0.9 | 33 | 0.7 | -10 | 1.1 | -5
O=C(/C=C/c1ccccc1)N/C(=C/c1ccccc1)C(=O)Nc1ccc(C(=O)O)cc1 | 1 | 1.3 | -28 | -1 | 1 | 8 | 0.9 | -13 | 1 | 0
CCc1nnc(NC(=O)CSc2nnc(Cc3ccccc3)n2Cc2ccccc2)s1 | 0.9 | 1 | 4 | -16 | 0.8 | 29 | 0.7 | -9 | 1 | -3
COCCCN=Cc1c(C)[nH]n(-c2ccc(Br)c(C)c2)c1=O | 1 | 0.9 | 5 | 0 | 1 | 4 | 1 | 4 | 1 | 4
Oc1ccc(Cl)cc1C=Nc1ccc2c3c(cccc13)CC2 | 0.5 | 0.6 | 40 | 84* | 0.3 | 60* | 0.4 | -1 | 1 | 2
CCSc1ncc(C#N)c(N)n1 | 1.1 | 0.9 | 14 | -1 | 1.1 | 10 | 0.9 | -14 | 1.1 | -7
CCN(CC(=O)NC)S(=O)(=O)c1ccc(C)cc1 | 0.9 | 0.9 | 7 | 0 | 0.9 | 3 | 1 | -8 | 1 | -2
CC(=O)Nc1ccc(NC(=O)C23CC4CC(C2)CC(n2cnc(Br)n2)(C4)C3)cc1 | 1 | 1 | -1 | 0 | 1 | -2 | 1 | -7 | 1 | -4
Cc1ccc2cccc(N=Cc3c(C)[nH]n(-c4ccccc4)c3=O)c2n1 | 1 | 1 | 3 | 21 | 1.1 | 11 | 0.9 | -100 | 0.9 | 7
COc1cc(-c2nnc(COc3ccc4cc(Br)ccc4c3)o2)cc(OC)c1OC | 0.9 | 0.7 | 34 | -4 | 0.9 | 7 | 0.9 | -3 | 1 | -2
Cc1ccc(N(CC(=O)N/N=C/c2cccs2)S(C)(=O)=O)cc1 | 0.9 | 1 | -2 | 47 | 1 | 11 | 0.9 | -5 | 1 | 2
CCOC(=O)c1[nH]c(C)c(C(=O)Nc2cccc(Cl)c2C)c1C | 1 | 0.9 | 6 | 1 | 1 | 5 | 0.9 | -4 | 1 | 2
Cn1cc(CN2CCN(c3cnccn3)CC2)c(-c2cccc(Cl)c2)n1 | 0.9 | 1 | -2 | 27 | 1 | 24 | 0.8 | -12 | 1.1 | -10
CN1C(=O)C(=C2CCCCCC2)SC1=S | 1 | 0.6 | 37 | -8 | 0.9 | 11 | 0.9 | -25 | 1.1 | -6
C=C(C)CNC(=O)c1ccc(OC2CCN(S(=O)(=O)N(C)C)CC2)cc1 | 1 | 1 | -3 | -4 | 1.1 | 5 | 0.9 | -11 | 1.1 | -8
CC(C)C1Cc2c(sc3[nH]c(=S)n(Cc4ccccc4)c(=O)c23)CO1 (centres undefined) | 0.9 | 0.9 | 7 | 8 | 1 | 22 | 0.8 | -4 | 1 | -1
CCN(Cc1ccccc1)c1ccc(/C=N/NC(=S)NC(C)C)cc1 | 1.1 | 0.6 | 36 | 43 | 1.1 | 16 | 0.8 | -25 | 1 | -4
CCOC(=O)c1c(N)nn(C(=O)c2ccccc2F)c1-c1ccc(OC)cc1 | 1 | 1 | 1 | -4 | 1 | 16 | 0.8 | -10 | 1.1 | -7
Fc1ccc(CSc2nnc(Cc3sc(-c4ccccc4)nc3-c3ccccc3)o2)cc1 | 0.9 | 0.5 | 45 | 3 | 0.9 | 21 | 0.8 | -6 | 1.1 | -7

Pulled one by one from the list above:
SMILES | PMI act | bIAP act | bIAP inh | L major viab | PMI act hi M6P | Diaphorase inh | Diaph act CS | TNAP inh no acc | TNAP act hi DEA | TNAP inh hi DEA
CCOC(=O)c1[nH]c(C)c(C(=O)Nc2cccc(Cl)c2C)c1C | 1 | 0.9 | 6 | 1 | 1 | 5 | 0.9 | -4 | 1 | 2
C=C(C)CNC(=O)c1ccc(OC2CCN(S(=O)(=O)N(C)C)CC2)cc1 | 1 | 1 | -3 | -4 | 1.1 | 5 | 0.9 | -11 | 1.1 | -8
Cc1ccc(N(CC(=O)N/N=C/c2cccs2)S(C)(=O)=O)cc1 | 0.9 | 1 | -2 | 47 | 1 | 11 | 0.9 | -5 | 1 | 2

The listing continues.
SMILES | PMI act | bIAP act | bIAP inh | L major viab | PMI act hi M6P | Diaphorase inh | Diaph act CS | TNAP inh no acc | TNAP act hi DEA | TNAP inh hi DEA
COc1cccc(CN2CCN(C(=O)c3cc(-c4cccnc4)nc4ccc(C)cc34)CC2)c1 | 1 | 1.1 | -6 | 31 | 1 | 1 | 1 | 3 | 0.9 | 8
O=C(NC1CCCC1)c1cccc(Cn2cc([N+](=O)[O-])cn2)c1 | 0.9 | 0.9 | 6 | -1 | 0.9 | 12 | 0.9 | -3 | 1 | -4
O=C(Nc1nc(=O)c2ccccc2s1)c1ccc(F)cc1 | 1.3 | 0.9 | 8 | 0 | 1.6 | 16 | 0.8 | -6 | 1.1 | -6
Cc1nn(C)c(C)c1NC(=O)CCl | 1 | 1.1 | -5 | 0 | 1 | 16 | 0.8 | -7 | 1 | -3
Cc1ccc(NC(=O)CN(C)Cc2nc3c(Br)cc(Br)cc3c(=O)[nH]2)cc1 | 0.8 | 1.2 | -21 | -7 | 0.8 | 19 | 0.8 | -50 | 1.1 | -8
O=C(Oc1ccc2ccc(O)cc2c1)C1CCCCC1 | 0.7 | 1.1 | -9 | -7 | 0.4 | 47 | 0.5 | -7 | 1 | -4
Clc1ccc2oc(-c3cccnc3)nc2c1 | 1 | 1.1 | -10 | -1 | 1 | 10 | 0.9 | 0 | 1.1 | -5
CCOC(=O)c1c(COC(=O)c2ccco2)nc2ccccc2[n+]1[O-] | 0.9 | 1 | 0 | 6 | 0.9 | 16 | 0.8 | -6 | 1 | 2
O=C(O)CCCCNS(=O)(=O)/C=C/c1ccccc1 | 1 | 1 | -2 | -10 | 0.9 | 12 | 0.9 | -10 | 1 | -3
Cc1ccc(F)cc1NC(=O)c1cccc2nccnc12 | 0.8 | 1 | 5 | 0 | 0.9 | 6 | 0.9 | 0 | 1 | 5
CCN(CC)CCN(CC(=O)N(C1CCCCC1)C1CCCCC1)C(=O)c1ccco1 | 1.1 | 1.1 | -12 | 0 | 1.1 | 13 | 0.9 | -18 | 1 | -3
Oc1ccccc1-c1nnc(COc2ccccc2)o1 | 1.2 | 1 | -4 | -12 | 1.2 | -2 | 1 | 2 | 1.1 | -6
CCOC(=O)c1c(C2CC2)csc1NC(=O)COC(=O)CCS(=O)(=O)c1ccc(C)cc1 | 0.8 | 0.9 | 5 | 9 | 0.9 | 22 | 0.8 | -9 | 1 | -2
CCOc1ccccc1-n1c(SCC(N)=O)nnc1-c1ccc(O)cc1 | 1 | 1 | 0 | -8 | 1 | -15 | 1.1 | -2 | 1.1 | -5
O=C(Nc1ccc(Cl)cc1)C1CCCN(S(=O)(=O)c2cnc[nH]2)C1 (centres undefined) | 1 | 0.9 | 15 | -4 | 1 | 15 | 0.9 | -7 | 1 | -4
O=C(COC(=O)c1ccc(Cl)c([N+](=O)[O-])c1)Nc1ccccc1OC(F)F | 1 | 0.9 | 6 | 58* | 1 | 12 | 0.9 | -1 | 1 | 1
O=C1CCC([N+](=O)[O-])C(c2ccc3c(c2)OCO3)N1 (centres undefined) | 1 | 1 | 1 | -2 | 1 | 9 | 0.9 | -2 | 1 | -3
CCOC(=O)C1=C(C)N=C2SC(C)C(=O)N2C1/C=C/c1ccccc1OC (centres undefined) | 0.8 | 1 | 0 | -3 | 0.8 | 19 | 0.8 | -2 | 1 | -2
CCOC(=O)N1CCC(NC(=O)c2cc3c(=O)[nH]c4ccccc4c3n2C)CC1 | 1 | 1.1 | -5 | -7 | 1 | 34 | 0.7 | -18 | 1 | -4
CCC(C)c1ccc(OCC(=O)Nc2ccc3[nH]c(=O)[nH]c3c2)cc1 (centres undefined) | 1 | 0.9 | 8 | -2 | 1 | 5 | 0.9 | -16 | 1 | -2
CCOC(=O)N1CCN(C(=O)c2ccc3c(=O)n(-c4cc(OC)ccc4OC)c(=S)[nH]c3c2)CC1 | 0.9 | 0.9 | 5 | -7 | 0.9 | 31 | 0.7 | -2 | 1 | -1
O=C(Nc1ccc(OC(F)(F)F)cc1)Nc1cccc([N+](=O)[O-])c1 | 0.9 | 0.8 | 20 | 100* | 1 | 8 | 0.9 | 1 | 1 | -4
O=C(c1ccccn1)N(Cc1cc2ccccc2[nH]c1=O)C1CCCCC1 | 1 | 1 | -4 | -7 | 0.9 | 16 | 0.8 | -10 | 1.1 | -8
CCOC(=O)N1CCN(Cc2cn[nH]c2-c2ccc(-c3ccccc3)cc2)CC1 | 1 | 1.3 | -26 | 8 | 1 | 1 | 1 | -6 | 1 | -1
CCCCNC(=O)CSc1nnc(NC(C)=O)s1 | 1 | 0.9 | 5 | -10 | 1 | 24 | 0.8 | -17 | 1.1 | -10
COc1cc(C2NC(=O)NC(c3ccccc3)=C2C(C)=O)cc([N+](=O)[O-])c1O (centres undefined) | 0.8 | 0.8 | 20 | -1 | 0.6 | 28 | 0.7 | 9 | 0.9 | 14
O=C1OC(Cc2ccncc2)C(O)=C1C1=NCCCN1 (centres undefined) | 1.1 | 1.1 | -7 | -4 | 1.1 | 5 | 0.9 | -6 | 1 | -1
CCOc1cc(/C=C(/C#N)C(=O)Nc2ccc(O)cc2)cc(Br)c1O | 0.8 | 0.4 | x | -1 | 0.8 | 26 | 0.7 | 18 | 0.8 | 22
CCOc1ccc(/C=N/NC(=O)CN2CCCCCCC2)cc1 | 1.2 | 1 | 4 | 0 | 1.1 | 10 | 0.9 | 0 | 1 | -3
CCc1nc2sc3c(c2c(=O)o1)CCCC3 | 1.1 | 1 | 1 | 3 | 1.2 | 9 | 0.9 | -9 | 1 | 0
